Bioassay records as filed in PubChem.
POLH inh – qHTS for Inhibitors of Polymerase Eta; DNA polymerase eta (Homo sapiens), Q9Y253; recombinant Pol eta, fluorescent DNA replication assay; Potency, µM (doses to about 114 µM), for inactives: at the top dose activity change, negative = inhibition, most hits filed as inhibitors; 390,000 compounds, 1.2% hits; active = well fitted inhibition curve with a large enough effect; inconclusive = small, poorly fitted or top-dose-only effect, or another doubt; inactive = no such curve, though single readings can be large or run the other way
Target sequence (Q9Y253 whole entry, looked up): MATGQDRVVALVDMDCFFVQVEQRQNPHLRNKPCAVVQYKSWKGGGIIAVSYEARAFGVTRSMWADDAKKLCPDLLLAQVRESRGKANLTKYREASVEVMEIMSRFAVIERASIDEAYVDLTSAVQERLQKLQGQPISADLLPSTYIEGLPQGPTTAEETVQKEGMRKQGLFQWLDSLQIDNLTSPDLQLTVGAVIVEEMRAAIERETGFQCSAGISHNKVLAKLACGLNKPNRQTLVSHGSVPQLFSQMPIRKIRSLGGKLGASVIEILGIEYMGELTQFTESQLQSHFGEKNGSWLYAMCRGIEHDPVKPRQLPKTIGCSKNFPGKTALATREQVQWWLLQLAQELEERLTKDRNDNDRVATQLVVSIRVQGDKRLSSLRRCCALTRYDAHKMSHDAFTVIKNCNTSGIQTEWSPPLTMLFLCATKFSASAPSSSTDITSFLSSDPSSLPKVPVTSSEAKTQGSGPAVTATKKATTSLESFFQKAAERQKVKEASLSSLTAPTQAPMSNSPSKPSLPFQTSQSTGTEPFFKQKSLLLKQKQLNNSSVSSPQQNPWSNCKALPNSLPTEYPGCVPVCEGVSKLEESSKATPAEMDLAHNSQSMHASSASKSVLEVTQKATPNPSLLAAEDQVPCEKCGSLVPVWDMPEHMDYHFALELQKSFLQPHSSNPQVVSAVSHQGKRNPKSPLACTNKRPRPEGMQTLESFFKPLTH
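Pol eta at 10 nM preincubated with compounds 15 min at room temperature; reaction started with fluorescent substrate (50 nM final) and read kinetically at 0 and 10 min.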
Starred values were filed as active, the others as inactive; ? = inconclusive. % is scaled to controls: 0 for no effect and ±100 for the full control effect; potency is read from the fitted curve at half-maximal effect.

| mol | POLH inh |
| --- | --- |
| Cc1ccc([C@@H]2C[C@H]3[C@@H](CN2S(=O)(=O)c2ccc(C)cc2)C(=O)C[C@@H](c2ccc(Cl)cc2)N3S(=O)(=O)c2ccc(C)cc2)cc1 | -10% |
| COc1ccc(C2=NN(CCC(=O)NC3CCCCC3C)C(=O)CC2)cc1 (stereo not drawn) | -5% |
| COc1cc(CC(=O)C(=O)O)oc(=O)c1 | ? |
| O=C(O)c1ccc(Cl)c(NC(=O)C2CCN(S(=O)(=O)c3cccs3)CC2)c1 | -5% |
| O=c1c2ccccc2on1-c1ccccc1 | -15% |
| C[C@H](CO)N1C[C@H](C)[C@H](CN(C)C(=O)Nc2ccc(C(F)(F)F)cc2)OCc2cnnn2CCCC1=O | -16% |
| CC1(C)CC(=O)C=C(c2ccccc2-c2ccc3cc[nH]c3c2)C1=O | ? |
| O=C(CSc1nnc(CNC(=O)c2c(F)cccc2F)o1)NCc1ccc2c(c1)OCO2 | -9% |
| O=[N+]([O-])c1cc(Br)c2c(c1)CCN2 | -17% |
| CC(=O)C1=C(O)C(=Cc2ccccc2)OC1=O | -5% |
| C[C@H]1CCCCO[C@H](CN(C)Cc2ccc(C(=O)O)cc2)[C@@H](C)CN([C@@H](C)CO)C(=O)c2cc(NS(=O)(=O)c3cn(C)cn3)ccc2O1 | -22% |
| CCOc1ccccc1NC(=O)COC(=O)COc1cccc2c1OC(C)(C)C2 | -16% |
| O=C(NC(=S)N1CC=CCC1)c1ccccc1 | -7% |
| COc1ccc(CN2C(=O)C(CC(=O)NCCN3CCOCC3)CC(C(=O)N3CCOCC3)=C2C)cc1 (stereo not drawn) | -19% |
| COc1ccc(NC(=O)c2cccc(S(=O)(=O)N3CCc4ccccc43)c2)c(OC)c1 | -2% |
| NC(=O)/C(=C\c1ccco1)NC(=O)c1ccco1 | -4% |
| Cn1ccnc1CC(C)(O)c1ccccc1 (stereo not drawn) | -8% |
| C[C@@H]1CN([C@@H](C)CO)S(=O)(=O)c2ccc(C#Cc3cccc(F)c3)cc2O[C@H]1CN(C)S(=O)(=O)c1cn(C)cn1 | -23% |
| O=C(CSc1ccccc1)NC1CC1 | 5% |
| C[C@H](CO)N1C[C@H](C)[C@@H](CN(C)Cc2ccc(F)cc2)Oc2ncc(Br)cc2C1=O | -10% |
| CCc1ccc(CN(C)Cc2c(C(=O)N3CCOCC3)nc3c(C)cccn23)nc1 | -6% |
| COc1ccc([C@H]2C[C@H](n3cc(COC(=O)c4ccccc4)nn3)[C@@H](O)CN2C(=O)C2CCCCC2)cc1 | -9% |
| CC12CCCC(=O)C1CCC(=Cc1ccco1)C2=O (stereo not drawn) | 11% |
| c1ccc(COc2ncnc3c2ncn3CCCNCC(c2ccccc2)c2ccccc2)cc1 | -9% |
| COc1ncnc2c1ncn2CCCNCC(C)c1ccccc1 (stereo not drawn) | -7% |
| COc1ccc(CCN2CC(=O)NC(=O)C2)cc1OC | -16% |
| O=C(Nc1cc(C(F)(F)F)ccc1N1CCCCC1)C1=COCCO1 | -10% |
| CC(C)CCOc1ccc(C(=O)Nc2cc(S(=O)(=O)N3CCOCC3)ccc2N2CCOCC2)cc1 | -9% |
| CC(C)N1CC(C(=O)Nc2ccc(Cl)cc2Cl)CC1=O (stereo not drawn) | -8% |
| CCOC(=O)N1CCN(C(=O)C2CCC(=O)N(Cc3ccccc3OC)C2)CC1 (stereo not drawn) | -10% |
| Cc1ccc(S(=O)(=O)N2CCOCC2)cc1NC(=O)CN(C)CC(=O)Nc1cccc(F)c1 | -8% |
| COc1ccc2ccc(OC)c(/C=N/NC(=O)c3cc4ccccc4o3)c2c1 | -14% |
| CCN(CC)C(=O)C1=C(C)N(CCCOC)C(=O)C(CC(=O)NCCCCc2ccccc2)C1 (stereo not drawn) | -5% |
| C[C@@H]1CN([C@H](C)CO)C(=O)CCCn2nncc2CO[C@H]1CN(C)C(=O)c1ccncc1 | -6% |
| C[C@@H]1CN([C@H](C)CO)C(=O)CCCn2nncc2CO[C@H]1CN(C)Cc1ccc2c(c1)OCO2 | -18% |
| COc1ccc(OC)c(S(=O)(=O)Nc2ccc3c(c2)OCCO3)c1 | -5% |
| Cc1ccc([C@H]2N[C@]3(CCCN(Cc4ccc(Br)cc4)C3=O)[C@H]3C(=O)N(C)C(=O)[C@@H]23)cc1 | 2% |
| O=C(COC(=O)c1cc(S(=O)(=O)N2CCOCC2)ccc1Cl)c1ccc[nH]1 | -11% |
| CC[C@@H](NCCCn1ccc(NC(=O)OCc2ccccc2)nc1=O)c1ccccc1 | -13% |
| CN1C(=O)c2ccccc2Cc2c(NCc3ccccc3)ncnc21 | -6% |

In the list so far, two contain an NH in an aromatic ring:
| mol | POLH inh |
| --- | --- |
| CC1(C)CC(=O)C=C(c2ccccc2-c2ccc3cc[nH]c3c2)C1=O | ? |
| O=C(COC(=O)c1cc(S(=O)(=O)N2CCOCC2)ccc1Cl)c1ccc[nH]1 | -11% |

Returning to the listing, repeating the six entries before the break.
| mol | POLH inh |
| --- | --- |
| C[C@@H]1CN([C@H](C)CO)C(=O)CCCn2nncc2CO[C@H]1CN(C)Cc1ccc2c(c1)OCO2 | -18% |
| COc1ccc(OC)c(S(=O)(=O)Nc2ccc3c(c2)OCCO3)c1 | -5% |
| Cc1ccc([C@H]2N[C@]3(CCCN(Cc4ccc(Br)cc4)C3=O)[C@H]3C(=O)N(C)C(=O)[C@@H]23)cc1 | 2% |
| O=C(COC(=O)c1cc(S(=O)(=O)N2CCOCC2)ccc1Cl)c1ccc[nH]1 | -11% |
| CC[C@@H](NCCCn1ccc(NC(=O)OCc2ccccc2)nc1=O)c1ccccc1 | -13% |
| CN1C(=O)c2ccccc2Cc2c(NCc3ccccc3)ncnc21 | -6% |
| Cn1cccc([N+](=O)[O-])c1=O | -1% |
| Cc1cccc(-c2nnc(C(C)Nc3cccc(C(=O)NC4CC4)c3)o2)c1 (stereo not drawn) | -15% |
| C[C@@H]1CN([C@H](C)CO)C(=O)c2c(c3ccccc3n2C)-c2ccccc2CO[C@H]1CN(C)C(=O)NC1CCCCC1 | -3% |
| COc1ccc([C@H]2C[C@@H](O)[C@H](n3cc(COC(=O)c4ccccc4)nn3)CN2CC2CCCCC2)cc1 | -12% |
| Cc1ccccc1NC(=O)C(C)OC(=O)CCC(=O)c1ccccc1 (stereo not drawn) | -5% |
| C[C@H]1CN([C@@H](C)CO)C(=O)CCCn2nncc2CO[C@H]1CN(C)S(=O)(=O)c1ccc(F)cc1 | -16% |
| Cc1ccn2c(=S)[nH]nc2c1 | -4% |
| Cc1c(C(=O)c2ccc(F)cc2F)c2ccccn2c1CCc1ccccn1 | -16% |
| COc1cccc(N(CC(=O)N2CCN(Cc3ccccc3)CC2)S(C)(=O)=O)c1 | -17% |
| COc1ccccc1OCC(=O)NCC1CCCN(C(=O)c2cccc(C)c2)C1 (stereo not drawn) | -17% |
| O=C(CSc1nccn1Cc1ccc(F)cc1)NC1CCCCC1 | -8% |
| CCC(=O)N(C)C[C@@H]1Oc2ncc(Br)cc2C(=O)N([C@@H](C)CO)C[C@H]1C | -17% |
| CC(C)CNC(=S)N1CCC(C(=O)c2ccc(Cl)cc2)CC1 | -14% |
| Cc1cccc(NC(=O)CN2CCN(C(=O)CNC(=O)c3ccc(-c4ccccc4)cc3)CC2)c1C | -14% |
| COc1ccc(-c2ccc3[nH]c4c(c3c2)CCN2C(=O)[C@@H]([C@H](C)O)[C@@H](N(C)C(=O)Nc3ccccc3)C[C@@H]42)cc1 | -11% |
| CC(=O)c1ccccc1C(=O)N1CCCC(CNC(=O)c2ccc(F)cc2)C1 (stereo not drawn) | -13% |
| O=C(c1cnc(Cl)c(Cl)c1)N1CCN(S(=O)(=O)c2cccs2)CC1 | -16% |
| COc1ccc(-c2ccc3c(c2)O[C@H](CN(C)C(=O)Nc2ccccc2F)[C@@H](C)CN([C@H](C)CO)S3(=O)=O)cc1 | -5% |
| CN(C)C(=S)Oc1ccccc1C1(C)OCCO1 | -2% |
| Cc1cc(C)n2nc(-c3ccc(F)cc3)cc2n1 | -13% |

Structures above with a COOH group:
| mol | POLH inh |
| --- | --- |
| COc1cc(CC(=O)C(=O)O)oc(=O)c1 | ? |
| O=C(O)c1ccc(Cl)c(NC(=O)C2CCN(S(=O)(=O)c3cccs3)CC2)c1 | -5% |
| C[C@H]1CCCCO[C@H](CN(C)Cc2ccc(C(=O)O)cc2)[C@@H](C)CN([C@@H](C)CO)C(=O)c2cc(NS(=O)(=O)c3cn(C)cn3)ccc2O1 | -22% |

Following part.
structure	POLH inh
Cc1ccc2cccc([N+](=O)[O-])c2n1	-4%
O=C(OCc1ccccc1)N1CCC2CC1c1ccc(-c3ccc4c(c3)OCO4)cc12 (stereo not drawn)	-15%
CC(=O)Nc1ccc(C=Cc2ccc([N+](=O)[O-])cc2)cc1	2%
CCCc1c(C(=O)N/N=C/c2ccoc2)nnn1-c1nonc1N	-4%
O=C(Nc1ccncc1)c1cc(-c2ccccc2)nc2ccccc12	-8%
CC(C)NC(=O)N(C)C[C@@H]1OCc2cnnn2CCCC(=O)N([C@H](C)CO)C[C@@H]1C	-2%
COc1cccc(C#CC2=CC(=O)CC(C)(C)C2)c1	-13%
CCCCCCn1c(=O)n2n(c1=O)[C@@H]1CN(S(=O)(=O)c3ccc(C)cc3)C[C@]1(O)[C@@H](OC(=O)NCc1ccccc1)C2	-31%
CC1=C(C(=O)N2CCOCC2)CC(CC(=O)NCCCN(C)C)C(=O)N1CCC1=CCCCC1 (stereo not drawn)	-6%
CCN(CC)C(=O)C1=C(C)N(CCC2=CCCCC2)C(=O)C(CC(=O)NC2CCCC2)C1 (stereo not drawn)	-14%
Nc1cc(Br)cc2c1[nH]c(=O)c1ccccc12	-8%
CC1C(=O)N(Cc2cn(CC3CCCCC3)nn2)CCS(=O)(=O)N1Cc1ccc(-c2ccccc2)cc1 (stereo not drawn)	-12%
Cn1c2nc3ccccc3c-2nc2ccccc21	-22%
CCOC(=O)c1c(NC(=O)COC(=O)c2ccc(S(=O)(=O)C(F)F)cc2)sc(C(=O)N(C)C)c1C	-5%
COC(=O)[C@H]1C[C@@]2(O)CN(S(=O)(=O)c3ccc(C)cc3)C[C@@]2(OC(=O)NCc2ccccc2F)C[C@H]1C(=O)OC	-16%
COc1cc(-c2nnc(COC(=O)c3ccc([N+](=O)[O-])o3)o2)cc(OC)c1OC	79µM*
COc1ccc(S(=O)(=O)N(C)C[C@@H]2OCCCC[C@@H](C)Oc3ccc(NS(=O)(=O)c4cccs4)cc3C(=O)N([C@H](C)CO)C[C@@H]2C)cc1	-21%
CCCCN1C(=O)C(CC(=O)NCc2ccco2)CC(C(=O)N2CCOCC2)=C1C (stereo not drawn)	0%
Cc1ccn2c(C(C)O)nnc2c1 (stereo not drawn)	-5%
COc1ccc(C(=O)OCC(=O)NC2CC2)cc1	-2%
C[C@@H]1CCCCO[C@H](CN(C)C(=O)Nc2ccc3c(c2)OCO3)[C@H](C)CN([C@@H](C)CO)C(=O)c2cc(NS(=O)(=O)c3ccc(Cl)cc3)ccc2O1	-12%
O=C(NCCCN1CCCC1=O)C(=O)NCC1OCCN1S(=O)(=O)c1cc(F)ccc1F (stereo not drawn)	-10%
CCOC(=O)C1=C(C)OC(=Cc2ccc(OC)cc2)C1=O	-7%
N#Cc1cccc(N2[C@@H](Cc3cc4ccccc4n3Cc3ccccc3)COC[C@H]2Cc2ccc3ccccc3c2)c1	-17%
C[C@@H]1CN([C@@H](C)CO)S(=O)(=O)c2ccc(Br)cc2O[C@H]1CN(C)C(=O)c1ccc2c(c1)OCO2	-14%
C=C1C(=O)OCC2C(C(=O)O)=CC3C(C)C(C)=CC123 (stereo not drawn)	?
COc1ccc2c(c1)Cc1c-2cc(Br)c(N)c1Br	-21%
COc1ccc(C=CC(=O)c2ccc(OCc3ccccc3)c(OC)c2)cc1OC	-10%
C[C@@H]1CCCCO[C@H](CN(C)C(=O)Cc2ccccc2)[C@H](C)CN([C@@H](C)CO)C(=O)c2cc(NC(=O)Nc3ccc(F)cc3)ccc2O1	-14%
CC1=C(C(=O)N(C)C)CC(CC(=O)NC2CCCC2)C(=O)N1Cc1ccccc1 (stereo not drawn)	-10%
Cc1ccc(OCCC(=O)OCC(=O)NCCNC(=O)COC(=O)CCOc2ccc(C)cc2)cc1	6%
CN(C(=O)CSc1nnc(C(F)(F)F)n1C)c1c(N)n(Cc2ccccc2)c(=O)[nH]c1=O	4%
COc1ccc(CCC(=O)OCC(=O)NC2CCCC2)cc1OC	-16%
CC1(C)CC(=O)C=C(c2ccc(-c3ccc4[nH]ccc4c3)cc2)C1=O	-17%
Cc1c(Cl)cccc1N1C(=O)CC(Sc2ccccc2N)C1=O (stereo not drawn)	-5%
CCCCCC(=O)N1C[C@H](O)[C@@H](n2cc(COC(=O)c3ccccc3)nn2)C[C@@H]1c1ccc(C)cc1	?
COc1cc(C(=O)NC(=S)NCc2ccncc2)cc(OC)c1OC	-6%
COc1ccc(-c2ccc3[nH]c4c(c3c2)CCN2C(=O)[C@@H]([C@H](C)O)[C@@H](N(C)C(=O)Nc3ccc(F)cc3)C[C@@H]42)cc1	-17%
CN(C)c1ccc(C=C2C=C(c3ccccc3)OC2=O)cc1	-18%
Cc1ccc(C)c(NS(=O)(=O)c2ccc(-n3cccn3)cc2)c1	-2%
O=C(Nc1ccn(CCCNCCc2ccccn2)c(=O)n1)OCc1ccccc1	-17%
COc1ccc(-c2ccc3[nH]c4c(c3c2)CCN2C[C@@H]([C@H](C)OC(=O)Nc3cc(Cl)cc(Cl)c3)[C@@H](N(C)C(=O)Nc3cc(Cl)cc(Cl)c3)C[C@@H]42)cc1	-14%
COCCN(C(=O)COC(=O)c1c(C)nn(-c2ccccc2)c1C)c1c(N)n(Cc2ccccc2)c(=O)[nH]c1=O	-15%
CCCCCCCCC(=O)c1c(OC)oc(C=O)cc1=O	22µM*
O=C(NCCOc1ccccc1)N1[C@H]2CC[C@@H]1C=C(c1ccc(F)cc1OCc1ccccc1)C2	-22%
CCCCCCn1c(=O)n2n(c1=O)C[C@]1(OC(=O)NC3CC3)CN(S(=O)(=O)c3ccc(C)cc3)C[C@]1(O)C2	-27%
CCN(CC)C(=O)C1=C(C)N(CCCN2CCCC2=O)C(=O)C(CC(=O)NCC2CCCCC2)C1 (stereo not drawn)	-5%

An excerpt (hit frequency here may not be typical).
